# Screens deposited in PubChem BioAssay by Small Molecule Screening Facility, UW Madison.
# PriA SSB inh – K. pneumoniae PriA-SSBct interaction inhibition; AlphaScreen SSBct-PriA binding, biotinylated peptide; inhibition, % at 33 µM; 430,000 tested, 0.6% active; AID 1272365; in the data active means inhibition mostly above about 37%, no sharp cut-off; inactive means mostly below about 20%;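 further: plate controls were negative control peptide for no effect and reference peptide for full effect; strong numbers were not always called active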
# * marks the source's active call; other numbers are inactive results; & = joins results of further samples.
SMILES,PriA SSB inh
Cc1ccc(S(=O)(=O)N2CCCC2C(N)=O)cc1 (configuration not stated),8.0
COCCN1CCC(CNC(=O)C(=O)Nc2ccc3c(c2)OCO3)CC1,-14.0
O=C(NCCSC1CCOCC1)c1ccsc1,-8.0
O=C(NC[C@@H](c1cccs1)N1CCc2ccccc2C1)NC1CCCCC1,2.0
NS(=O)(=O)c1ccc(NC(=O)c2ccc(-c3ccc(Cl)c(Cl)c3)o2)cc1,1.0&-11.0
O=C(CSc1ccncc1)N1CCN(c2ccc(-n3cncn3)nn2)CC1,-3.0
CC(C)(Oc1ccc(Cl)cc1)C(=O)N1CCC(n2ccnn2)CC1,2.0
COc1ccc(C(N)=NOC(=O)Cc2ccc(C)cc2)cc1,-95.2
CCOc1ccc(S(=O)(=O)NCCCc2cnc3cc(C)nn3c2)cc1F,17.0
O=C(NN=C1CCc2ccccc21)c1ccccc1Cl,-12.2
CCCCCCCCn1c(NS(=O)(=O)c2ccc3ccccc3c2)c(S(=O)(=O)c2ccc(C)cc2)c2nc3ccccc3nc21,4.2
CSc1nn(CC(=O)Nc2ccc3c(c2)OCO3)c(N)c1S(C)(=O)=O,5.0
COc1ccc(C=NOCC(=O)Nc2ccc3c(c2)OCO3)c(OC)c1,10.4
COc1ccccc1CC(=O)N1CCSC(c2ccccc2)CC1 (configuration not stated),5.0
O=c1/c(=C/c2ccc(-c3cc(C(F)(F)F)ccc3Cl)o2)sc2nc(Cc3ccccc3)nn12,-4.0

# Structures above with a thiophene ring, fused or not:
SMILES,PriA SSB inh
O=C(NCCSC1CCOCC1)c1ccsc1,-8.0
O=C(NC[C@@H](c1cccs1)N1CCc2ccccc2C1)NC1CCCCC1,2.0

# Later entries
SMILES,PriA SSB inh
Cc1cc(OC2CCN(S(=O)(=O)c3ccc(Cl)s3)CC2)cc(=O)o1,-9.0
CCOc1cccc2cc(C(=O)NCCn3ncccc3=O)c(=O)oc12,-3.0
CCCS(=O)(=O)N1CCc2ccc(NC(=O)c3ccc(Br)o3)cc2C1,-14.0
CCn1c2ccccc2c2cc(C3N(c4ccccc4)CCN3c3ccccc3)ccc21,-4.0
Cc1noc(C)c1S(=O)(=O)N1CCc2cnc(N3CCOCC3)nc2C1,-7.0
O=C(COc1ccc(F)cc1F)NCCn1nc(-c2cccs2)ccc1=O,1.0
Cn1nc(C2CCN(C(=O)C3(c4cccs4)CCCC3)CC2)n(-c2ccccc2)c1=O,6.0
O=C(CCC(=O)Nc1ccccc1)NN=Cc1ccco1,-13.8
CC(=NNC(=S)NC(C)C)c1ccc2c(c1)OCCO2,12.5
O=C(O)c1cccn(Cc2ccccc2F)c1=O,16.0
O=C(Cc1ccccc1Cl)NCc1cncc(-c2cccs2)c1,-7.0
COC(=O)c1sc(SC)c2c1CC(C)(C)CC2=NO,5.9
O=C(NCCCn1ccnc1-c1ccccc1)C(=O)NCc1ccc(F)cc1,-6.0
COC(=O)c1ccc(CN2CCN(Cc3nc4ccccc4[nH]3)CC2)o1,-3.0
O=C(CN1CCC(c2nc3ccccc3[nH]2)CC1)Nc1ccc(Cl)c(Cl)c1,-7.0

# Of the compounds above, ten contain four or more nitrogen atoms:
SMILES,PriA SSB inh
O=C(CSc1ccncc1)N1CCN(c2ccc(-n3cncn3)nn2)CC1,-3.0
CC(C)(Oc1ccc(Cl)cc1)C(=O)N1CCC(n2ccnn2)CC1,2.0
CCOc1ccc(S(=O)(=O)NCCCc2cnc3cc(C)nn3c2)cc1F,17.0
CCCCCCCCn1c(NS(=O)(=O)c2ccc3ccccc3c2)c(S(=O)(=O)c2ccc(C)cc2)c2nc3ccccc3nc21,4.2
CSc1nn(CC(=O)Nc2ccc3c(c2)OCO3)c(N)c1S(C)(=O)=O,5.0
Cc1noc(C)c1S(=O)(=O)N1CCc2cnc(N3CCOCC3)nc2C1,-7.0
Cn1nc(C2CCN(C(=O)C3(c4cccs4)CCCC3)CC2)n(-c2ccccc2)c1=O,6.0
O=C(NCCCn1ccnc1-c1ccccc1)C(=O)NCc1ccc(F)cc1,-6.0
COC(=O)c1ccc(CN2CCN(Cc3nc4ccccc4[nH]3)CC2)o1,-3.0
O=C(CN1CCC(c2nc3ccccc3[nH]2)CC1)Nc1ccc(Cl)c(Cl)c1,-7.0

# New compounds follow
SMILES,PriA SSB inh
COc1cc(NC(=O)c2ccco2)c2ncccc2c1,13.0
COC(=O)c1ccc(S(=O)(=O)N(CCc2cccs2)Cc2cccnc2)cc1,-9.0
CCOC(=O)c1sc(NC(=O)CCc2ccccc2)c(SC#N)c1C,-1.0
O=C(CSc1nnc(CCN2CCOCC2)o1)Nc1ccc(F)cc1,-6.0
O=C(CSc1ccc(NC(=O)c2cccs2)nn1)Nc1ccc(F)c(Cl)c1,-27.0
O=C1NCC(c2ccccc2)C1C(=O)NN=Cc1ccc(-c2cccc(Cl)c2Cl)o1 (configuration not stated),3.3
O=C(NCC1(c2cccs2)CCCC1)C1(c2ccccc2)CCOCC1,-13.0
CC(=NN(Cc1ccccc1)c1ccccc1)c1ccncc1,24.4
CC(=O)Nc1cccc(NC(=O)CC2CCCCN2S(=O)(=O)c2ccc(C)cc2)c1 (configuration not stated),17.0
COc1ccccc1C=NOC(=O)c1ccc(C)cc1,-6.3
O=[N+]([O-])c1ccccc1C=NNc1nccs1,-0.6
CN(C)c1ccc(CCNC(=O)C(=O)Nc2ccc(OC(F)(F)F)cc2)cc1,-11.0
COc1ccccc1NC(N)=Nc1nc(C(F)(F)F)cc(=O)[nH]1,-1.9
COC(=O)c1ccc(CSc2nnc(NC(=O)NC(C)(C)C)s2)o1,-6.0
COc1ccc(CCC(=O)NCCN2CCN(c3ccc(OC)cc3)CC2)cc1,-2.0
O=C(Nc1cnn([C@H]2CCOC2)c1)C1(c2ccccc2)CCOCC1,-12.0
COC(=O)NN=Cc1ccccc1,-2.8
Fc1ccc(CSc2nccn3nc(-c4ccccc4)cc23)c(Cl)c1,4.0
Cc1oncc1C(=O)N1C2C=CCC1CC2 (configuration not stated),-2.0
Cc1ccc(N2CC(NC(=O)N3CCN(c4ccccc4Cl)CC3)CC2=O)cc1C (configuration not stated),11.0
CCN(CC)CCn1c(N=Cc2ccc(OC)c(OC)c2)nc2ccccc21,-9.1
Cc1cccc(NC(=O)CSc2ccc(NC(=O)C(C)C)nn2)c1,-2.0
NC(=O)c1ccccc1OCC#CCNC(=O)c1ccc(=O)[nH]n1,9.0
O=C(COc1ncccn1)NCCc1ccccc1,-17.0
CCOC(=O)c1csc(NC(=O)CSC(C)=O)n1,1.0
O=[N+]([O-])c1ccc(Cl)c(S(=O)(=O)NCCN2CCOCC2)c1,-3.0
O=C(CCCc1ccccc1)N1CCC(c2ccccn2)C1 (configuration not stated),10.0
COC(=O)N1CCC(CNS(=O)(=O)Cc2ccc(C(F)(F)F)cc2)CC1,-5.0
COC(=O)c1c(NC(=O)c2oc3ccc(C)cc3c2C)sc(C)c1C,12.0
O=C(CSCc1ccccc1)NCC1CCN(c2nc3ccccc3s2)CC1,3.0
Cc1ccc(CN2CCN(N=Cc3ccc(C(F)(F)F)cc3)CC2)cc1,-13.9
COC(CNC(=O)Nc1cccs1)c1ccc(Cl)s1 (configuration not stated),-19.0
COc1ccc(N2CCN(c3cc(=O)n(-c4cccc(C(F)(F)F)c4)c(=O)[nH]3)CC2)cc1,0.0
C[C@@H](CCc1ccccc1)NC(=O)c1nn(C)c2ccccc12,-25.0
O=C(COc1ccc(Cl)cc1)NCC(c1ccco1)N1CCN(c2ccccc2F)CC1 (configuration not stated),-7.0&5.0
CCOC(=O)N1CCc2nc(NC(=O)COc3ccc(F)cc3)sc2C1,-5.0
CN(C)S(=O)(=O)c1ccc(C(=O)Nc2nnc(SCC(=O)Nc3ccccc3C(F)(F)F)s2)cc1,1.0
Cc1cc(=O)n(-c2ccc(Cl)cc2Cl)[nH]1,9.0
O=C(CN1CCN(S(=O)(=O)c2ccc(Br)cc2)CC1)NN=Cc1ccco1,-11.2
CC1(C)C[C@@H]1N,-11.0
CC1CN(c2nc(N)c([N+](=O)[O-])c(Nc3cccc(F)c3)n2)CC(C)O1 (configuration not stated),-1.0
COc1cc(C=NNC(=S)NCc2ccccc2)ccc1OCC#N,1.0
CCOC(=O)CCC(=O)Nc1ccn2ncc(C(=O)OCC)c2c1,-8.0
O=C(NCC(c1ccsc1)N1CCc2ccccc2C1)c1ccc(C(F)(F)F)cc1 (configuration not stated),-2.0
COC(=O)c1ccc(-c2csc(NC(=O)c3ccc(Cl)s3)n2)cc1,-17.0
CC(=O)N1CC(C(=O)Nc2cccc(OC(F)F)c2)C1,0.0
O=C1/C(=C/c2cn(-c3ccccc3)nc2-c2cc3ccccc3o2)Oc2cc(O)ccc21,-11.0
O=S(=O)(NCCn1nc(-c2ccncc2)c2c1CCCC2)c1cccs1,1.0
Cc1ccc(S(=O)(=O)N(C)c2c(C)cc(C)c(S(=O)(=O)NCc3ccco3)c2C)cc1,14.0
CCOc1ccc2ccccc2c1C=NNC(=O)c1ccncc1,-12.3
Oc1cccnc1N=Cc1c(O)ccc2ccccc12,58.0*
Cc1cc(S(=O)(=O)Nc2ccc(N3CCCC3=O)c(C)c2)ccc1F,-24.0
O=C(COc1ccccc1)Nc1ccccc1-c1nc2ccccc2s1,-3.0
CC(C)C(=O)N1CCCc2ccc(NC(=O)C(=O)NCC[C@H](O)C3CC3)cc21,-23.0
Cc1cc(C)n(CCNS(=O)(=O)Cc2cc(F)ccc2F)n1,27.0
COc1ccc(C(=O)N2CCN(c3nc4c(OC)ccc(Cl)c4s3)CC2)cc1,-16.0
C=CCNC(=O)CC(=O)NN=Cc1ccc(C(=O)OC)cc1,-4.1
CC(C)N1C(=O)/C(=C/c2ccc([N+](=O)[O-])s2)SC1=S,8.0
CN(C)c1ccc(CCCNC(=O)c2ccc(F)cc2)cc1,14.0
Cc1cc(NC(=O)CSc2ncnc3c2nnn3Cc2ccc(Cl)cc2)no1,-5.0
# Further records follow:
SMILES,PriA SSB inh
O=C(Nc1ccn2nccc2c1)c1noc2c1CCCC2,-27.0
O=C(Nc1ccccc1Cc1nc(-c2ccco2)no1)C1CC=CCC1 (configuration not stated),-12.0
O=C(COc1ccccc1)NCCSc1ncc(-c2ccc(F)cc2)[nH]1,4.0
COc1ccc(/C=C\C(=O)Nc2nc3ccc(NC(C)=O)cc3s2)cc1OC,-3.0
O=c1cc(-c2ccccc2)nc(SCc2nc(-c3cccc(C(F)(F)F)c3)no2)[nH]1,4.0
O=C(Cc1ccccc1Cl)NCCn1nc(-n2cccn2)ccc1=O,-17.0
O[C@H](COc1c(F)cc(Br)cc1F)CN1CCN(Cc2ccc3c(c2)OCO3)CC1,6.0
O=C(Cc1cn(Cc2ccccc2)c2ccccc12)NCc1ccco1,-4.0&6.0
NC(=O)c1ccccc1OCC#CCNC(=O)c1cc2ccccc2[nH]1,-18.0
COc1ccc(CCNC(=O)CC(C)=NNC(=O)C(c2ccccc2)c2ccccc2)cc1OC,-5.0
CCC(=NO)c1ccc(O)c(OC)c1,8.2
O=C(Cc1csc(SCc2ccc(F)cc2)n1)NCc1ccc2c(c1)OCO2,-5.0
COC1CCN(C2CNC2)CC1,4.0
COc1cc(C)c(S(=O)(=O)Nc2ccc(-n3c(C)nc4ccccc4c3=O)cc2C)cc1C,-2.0
COc1ccc(SCCCC(=O)Nc2sccc2C(N)=O)cc1,6.0
O=C(NCCCn1nc(-c2ccc(F)cc2)ccc1=O)c1c(F)cccc1F,0.0
CC1CCN(c2cc(N3CCc4ccccc4C3)c(F)cc2[N+](=O)[O-])CC1,57.1
CC(C)CCn1c(SCc2nc(-c3ccc(Cl)cc3)no2)nc2ccsc2c1=O,-10.0
COc1cn(CC(=O)Nc2cccc([N+](=O)[O-])c2)c(CSc2ncccn2)cc1=O,-6.0
CON=CCC(=O)Nc1ccc(Cl)c(Cl)c1,-6.5
COc1cccc(-c2ccc3nnc(SCC(=O)Nc4cc(C)on4)n3n2)c1,-4.0
CCOC(=O)Cn1c(=NC(=O)c2cccs2)sc2cc3c(cc21)OCO3,-8.0
COc1ccc(CC(=O)NN=C(C)CC(=O)Nc2ccc3c(c2)OCCO3)cc1OC,1.9
O=[N+]([O-])c1ccc2sc(-c3nc4ccccc4s3)cc2c1,-1.0
CC(C)(C)NC(=O)C(=O)NCC1CCN(Cc2cccs2)CC1,-34.0
Cc1ccc(/C=C/S(=O)(=O)N2CC(c3nc(-c4ccc[nH]c4=O)no3)C2)cc1,-13.0
NC(=O)c1cc(-c2ccccc2)sc1NC(=O)C1(c2ccc(Cl)cc2)CCCC1,4.0
Cn1cc2c(=O)n(N=Cc3ccccc3)cnc2n1,-10.1
CCC1CCCC1=NNC(=O)c1cc(C)[nH]n1 (configuration not stated),-2.8
CCC(=O)N1CCc2ccc(NS(=O)(=O)c3ccc(F)cc3C)cc2C1,-4.0
COc1ccc(CNC(=S)NN=Cc2ccncc2)cc1,2.2
CCCS(=O)(=O)NCCc1csc(-c2cccnc2)n1,-11.0&6.0
Cn1c(SCC(=O)NCCc2ccc(Cl)cc2)nc2c(-c3ccccc3)c[nH]c2c1=O,-6.0
COc1c(C)cnc2c1c(=O)n(CC(=O)NCc1ccco1)c(=O)n2C,7.0
COc1cccc(CNC(=O)c2sccc2S(=O)(=O)N(C)c2ccc(Cl)cc2)c1,-4.0
COC(=O)c1ccc(Nc2nc(-c3ccccc3)c3cc(Cl)ccc3n2)cc1,-13.0
CN(C)C[C@H]1CSCCCN1C(=O)Cc1noc2ccccc12,-3.0
O=C(CCSc1ccc(Cl)cc1)Nc1nccs1,8.0
O=S(=O)(c1cccs1)N1CCCC(c2nc(-c3cccnc3)no2)C1 (configuration not stated),-1.0
COc1cccc(C2c3c(oc4cc(C)c(C)cc4c3=O)C(=O)N2CCN(C)C)c1OC (configuration not stated),-16.0
Cc1ccc(N2C[C@@H](C(=O)N(CC(F)(F)F)C3CCOCC3)CC2=O)cc1C,-10.0
Cc1ccc(NC(=O)c2ccccc2NC(=O)c2cccc(F)c2)c(C(=O)c2ccccc2)c1,-13.0
COc1ccc(C=NNC(=O)c2ccn[nH]2)cc1COc1ccc(F)cc1,1.1
O=c1c2ccccc2[nH]c(=S)n1-c1ccc(C(F)(F)F)cc1,-6.0
Cc1ccccc1-c1nc(C)c(CNC(=O)NC2CCCC2)s1,-11.0
O=C(c1ccc(-n2cccc2)cc1)N1CCC(COCc2ccc(Cl)cc2)CC1,-7.0

# Only part of the results is shown (hit frequency here may not be typical).
